# HT1080NT lethal: kills 2HG-producing HT-1080-NT fibrosarcoma cells | HT-1080-NT fibrosarcoma viability, CellTiter-Glo ATP luminescence, 48 h | Potency, µM (titrated, usually from 46.1 µM), without a hit: at the highest dose activity, negative = less viability, most hits filed as cytotoxic | 1.6% of 360,000 active | AID 686970;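 further: NT is the 2HG producing partner of a matched IDH1 knockdown line; 0% = DMSO-treated cells and -100% = media-only wells without cells; nearly all actives have a fitted effect of over 55% in size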
#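 Fibrosarcoma NT cells, 750 per well in 5% FBS RPMI, were exposed to compound for 48 hours. Viability: CellTiter-Glo luminescence.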
# GLP1R cytotox: cytotoxicity in counter-screen for GLP-1R inverse agonists; HEK293 cAMP-luciferase reporter cells, luminescence, 24 h; 0.13% of 410,000 active; Potency, µM (highest dose often 38.3 µM), for the others: at the highest dose activity change, negative = inhibition, usual class: inhibitors;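 further: loss of luciferase light is scored as toxicity; on the % scale 0 is the no-effect control and ±100 the full control effect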
#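 Cells in DMEM/10% Nu serum/1% pen-strep, 1536-well format. Pre-incubated 12 h, dosed with 23 nL compound, incubated a further 24 h. Luciferase detection, 12 min at room temp, luminescence.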
# GLP1R ag: activates the human GLP-1 receptor | P43220 | Potency, µM (highest dose often 45.6 µM), without a hit: top-dose activation, most hits filed as activators | 0.007% of 380,000 active | HEK293 GLP-1R CRE-luciferase, luminescence, 4-6 h; cells express a hypersensitive GLP-1R form; further: % of control where 0% means no effect
# Target sequence (P43220 whole entry, looked up): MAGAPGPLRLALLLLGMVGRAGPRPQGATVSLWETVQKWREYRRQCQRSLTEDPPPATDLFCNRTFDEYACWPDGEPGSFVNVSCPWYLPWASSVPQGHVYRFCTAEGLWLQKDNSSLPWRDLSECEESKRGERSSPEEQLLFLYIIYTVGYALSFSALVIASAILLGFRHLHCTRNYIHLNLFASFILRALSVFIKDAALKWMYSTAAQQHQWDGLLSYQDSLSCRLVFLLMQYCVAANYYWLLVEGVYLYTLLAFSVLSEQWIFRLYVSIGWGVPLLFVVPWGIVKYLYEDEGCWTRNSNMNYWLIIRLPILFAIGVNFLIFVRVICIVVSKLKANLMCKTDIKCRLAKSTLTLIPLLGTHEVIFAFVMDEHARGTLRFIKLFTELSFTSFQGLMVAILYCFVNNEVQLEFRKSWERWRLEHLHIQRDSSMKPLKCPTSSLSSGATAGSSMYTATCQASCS
# TDP43 rescue: rescues yeast growth from TDP-43 toxicity; TDP-43 expressing yeast growth rescue, BacTiter-Glo, 24 h; Potency, µM (highest dose often 46.1 µM), for inactives: top-dose growth rescue (activation), most hits filed as activators; 1.8% of 410,000 active; further: % of control where 0% means no effect; nearly all actives have a fitted effect of over 50% in size
#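 In this qHTS, compounds that restore growth of yeast expressing TDP-43 appear as activators. Cells (OD600=0.02, galactose medium, raffinose-pregrown) are incubated with compound 24 hr at 30 deg C and growth is quantified by BacTiter-Glo.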
# HT1080 IDH1KD tx: toxicity to HT-1080 IDH1 knockdown cells (counter line); HT-1080 IDH1 knockdown viability, ATP luminescence, 48 h; Potency, µM (top dose mostly 46.1 µM), for the others: at the highest dose activity, negative = toxicity, most hits filed as cytotoxic; 2% of 360,000 active; AID 686971;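 further: 0% = DMSO wells and -100% = cell-free medium wells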
#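 CellTiter-Glo luminescence after 48 h compound exposure at 37 degrees C of IDH1-knockdown HT-1080 cells in 5% FBS RPMI. %Activity scaled between DMSO wells and cell-free media wells, with curves fitted and assigned curve classes.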
# KB-3-1 tox: kills parental KB-3-1 adenocarcinoma cells. KB-3-1 viability, CellTiter-Glo ATP luminescence, 72 h. 1.4% of 400,000 active. AID 1347075. Potency, µM (series often up to 46.1 µM), without a hit: at the top dose activity change, negative = cytotoxic, actives largely listed as cytotoxic; further: on the % scale 0 is the no-effect control and ±100 the full control effect; nearly all actives have a fitted effect of over 60% in size
#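 72 h, 37 °C compound treatment of KB-3-1 parental cells; CellTiter-Glo added, 10 min, luminescence read. Data corrected against DMSO-only plates and normalized before curve fitting.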
# GLP1R inv ag: acts as inverse agonist at human GLP-1 receptor; P43220; HEK293 GLP-1R CRE-luciferase, luminescence, 24 h; GLP-1R form is constitutively active; Potency, µM (series often up to 38.3 µM), without a hit: top-dose activity change, negative = inhibition, hits mostly inhibitors; 1.6% of 410,000 active; further: on the % scale 0 is the no-effect control and ±100 the full control effect; nearly all actives have a fitted effect of over 55% in size
#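 Constitutively active GLP-1R drives a cAMP-responsive luciferase in stably transfected HEK293 cells; test compounds are added after overnight (12 h) attachment and left 24 hr, and signal loss in luminescence marks inhibition.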
# KB-V1 MDR tox: KB-V1 MDR subline cytotoxicity. KB-V1 MDR cells viability, CellTiter-Glo, 72 h. Potency, µM (series often up to 46.1 µM), for inactives: at the highest dose activity change, negative = cytotoxicity, actives largely listed as cytotoxic. 3.4% of 400,000 active; further: on the % scale 0 is the no-effect control and ±100 the full control effect; nearly all actives have a fitted effect of over 60% in size
#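 In this primary screen, KB-V1 cells overexpressing P-gp are incubated with library compounds (lowest to highest concentration) for 72 h at 37 degrees C before a luminescent ATP viability read.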
# SW480 rerep: DNA re-replication induction in SW480 cells; SW480 DNA re-replication, Hoechst DNA content imaging, 48 h; 1.8% of 340,000 active; AID 624297; Potency, µM (top dose mostly 46.1 µM), for inactives: top-dose re-replication activation, hits mostly activators; further: % of control where 0% means no effect; nearly all actives have a fitted effect of over 55% in size
#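 Hoechst fluorescence of nuclei (405 nm excitation, 500-530 nm emission) measured by plate-scanning imager after 48 hr compound exposure at 37 C; re-replication scored as increased number of nuclei with elevated intensity.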
# Active calls of the source: *; ? = inconclusive; . = not tested or not shown; & = joins results of further samples; [ ] = dose if it differs, or a comment. The call rests on the fitted dose curve; in most records, active means well fitted curve in the direction sought with a large enough effect; inconclusive means small, poorly fitted or top-dose-only effect, or another doubt; inactive means no such curve, though single readings can be large; an effect the other way counts as inactive or inconclusive. Potency means the concentration at half of the fitted maximal effect.
SMILES,HT1080NT lethal,GLP1R cytotox,GLP1R ag,TDP43 rescue,HT1080 IDH1KD tx,KB-3-1 tox,GLP1R inv ag,KB-V1 MDR tox,SW480 rerep
Cc1cc(C)cc(-n2nnn(C3C/C(=N/NC(N)=S)C4OCC3O4)c2=S)c1 (centres undefined),-22%,?,-4%,.,-21%,-2%,?,6%,7%[1.84 µM]
CCN(c1ccccc1)S(=O)(=O)c1ccc(C(=O)Nc2nnc(C3CC3)o2)cc1,?,-9%,-2%,?,?,?,-11%,7.3µM*,?
O=C(O)CCC(=O)NCCn1c(-c2ccccc2)csc1=Nc1ccccc1,6%&7%,8%&3%,6%&10%,-2%&0%,2%&3%,1%&-4%,0%&0%,9%&11%,?
O=C(NCc1ccc(F)cc1)c1cc2n(n1)CCCN(Cc1ccc(F)cc1)C2=O,.,2%,.,14%,.,-1%,-24%,-25%,.
Cc1c(Cl)cccc1-c1ccc(CNCCSc2nnnn2-c2ccccc2)o1,.,17%,.,-7%,.,14%,?,-1%,.
O=C(O)/C(=C\c1cn(-c2ccccc2)nc1-c1cccnc1)NC(=O)c1ccccc1,7%,4%,1%,1%,8%,12%,5%,1%,-6%
CCC(CC)C(=O)Nc1nnc(S(=O)(=O)Nc2ccc(OC)cc2)s1,-2%,-20%,0%,-7%,-5%,22%,?,-2%,13%
Cc1ccc(NC(=O)C2CCN(C(=O)c3ccc(Cl)cc3)CC2)nc1,1%,-14%,7%,19%,16%,-12%,-13%,-8%,-7%
CCCOc1ccc(C(=O)Nc2ccc(C)cc2[N+](=O)[O-])cc1,12%,16%,4%,-14%,6%,10%,0%,1%,-1%
Cc1cc(C)c2oc(C(=O)Nc3nc4ccc(Cl)cc4s3)cc(=O)c2c1,.,-1%,.,23%,.,2%,9%,?,.
Cc1ccc(C)n1-c1ccccc1N1CCCCC1,-3%,-1%,2%,16%,3%,5%,-10%,-1%,-2%
COc1cc(C)c(C(N)=O)c(OC)n1,-7%,8%,-12%,-3%,-7%,20%,-6%,?,-22%
COc1ccc(C2CC(c3cccs3)=NN2C(=O)CSc2nnc(N)s2)cc1OC (centres undefined),-11%,-18%,9%,-3%[9.22 µM],-10%,-2%,16%,-22%,3%
Cc1cc(NCCCO)n2nc(-c3cccs3)cc2n1,3%,12%,10%,-6%,-2%,3%,2%,-28%,-3%
Cn1nnnc1SCC(=O)N(C1CCCCC1)C1CCCCC1,2%,2%,0%,7%,-6%,-16%,-40%,-14%,11%
CCC(C)(C)NC(=O)CN(C(=O)CCC(=O)Nc1cc(C)ccn1)c1ccc2c(c1)OCCO2,-15%,-5%,23%,-16%,-13%,3%,17%,-16%,-2%
CCOc1ccc(CNS(=O)(=O)c2c(C(=O)N3CCCCCC3)c(C)n(C)c2C)cc1OC,.,0%,.,10%,.,4%,0%,5%,.
CCOC(=O)C1CCN(c2nc3ccccc3n2CC(=O)c2ccccc2)CC1,-11%,-10%,5%,-20%,-4%,1%,?,-15%,-8%
O=C1C2C(c3ccccc3)CC=CC2[C@H](c2ccc3ccccc3c2)N1Cc1ccccc1 (some centres undefined),-3%,6%,-4%,1%,-6%,?,?,-31%,6%
Cc1ccc(-c2csc(NC(=O)Cc3cccs3)n2)cc1C,-4%,-20%,-10%,7%,-3%,0%,7%,-8%,-1%[9.22 µM]
CC12CS(=O)(=O)CC1SC(=S)N2c1ccccn1 (centres undefined),23%,-14%,2%,-21%,23%,0%,12%,-1%,-2%
Cc1nc2ccccc2c(C)c1CC(=O)N(C)CC(=O)Nc1cccc(F)c1,-30%,-7%,11%,-7%,-21%,9%,?,5%,?
CCc1ccc2c(c1)cc(C)c1nnc(SCC(=O)Nc3cc(OC)c(OC)cc3C(=O)O)n12,2%,5%[7.66 µM],-1%,-13%,19%,-2%,15%[7.66 µM],-1%,-7%
O=C1N[C@H]2CC=C[C@H]2Nc2ccccc21,-4%,0%,-1%,5%,-4%,0%,12%,0%,?
COc1ccc2c(C)c(CCC(=O)NCCc3ccc(Cl)cc3)c(=O)oc2c1,.,4%,.,22µM*,.,2%,?,-14%,.
CCN1C(=O)C(CC(=O)NCCc2ccccc2)N(NC(=O)c2cccnc2)C1=S (centres undefined),20%,15%,1%,20%[9.22 µM],19%,15%,11%,0%,-9%
CNC(=S)N1CCN(S(=O)(=O)c2ccc3ccccc3c2)CC1,-11%,-9%,3%,9%,-2%,-28%,-21%,?,-15%
COc1ccccc1N/N=C/c1ccc2c(c1)OCO2,-1%,-2%,-4%,-3%,-1%,0%,?,-17%,7%
CCCNc1c(NS(=O)(=O)c2ccc(Cl)s2)c(=O)oc2ccccc12,-1%,-19%,2%,21%,-6%,-4%,-7%,-1%,-58%[inhibitor]
Cc1cccc(NC(=O)c2ccc([N+](=O)[O-])o2)n1,?,-4%,3%,?,?,-7%,97%[activator],?,3.7µM*
O=C(Cn1c(=O)n(-c2cccc(Cl)c2)c(=O)c2sc3ccccc3c21)NC1CCCCC1,.,-5%,0%,-13%,.,0%,13%,0%,.
CC(=O)N=c1sc2c3ccccc3ccc2n1C,16%,2%,7%,30%,15%,-2%,1%,20%,3%
CC1CCN(CC(O)COC2CC(C)CC(C)(C)C2)CC1 (centres undefined),5%,-17%,-4%,10%,16%,4%,?,-8%,-13%
COCCNC(=O)CSc1nc2cc(OC)c(OC)cc2c(=O)n1Cc1ccc(OC)cc1,2%,-7%,0%,16%,0%,5%,17%,2.6µM*,7%
COc1ccc(Br)c(Cn2c(C)c(C(=O)NCc3ccccc3C(F)(F)F)sc2=O)c1,2%,8%,7%,18%,10%,-5%,?,?,.
COc1cc(Cn2c3ccc(NC(=O)NCCc4ccccc4)cc3c(=O)n2C)ccc1F,-17%,-9%,1%,14%,-12%,-6%,-20%,-4%,.
COC(=O)c1sc2c(c1C)c(=O)n(-c1ccccc1)c(=O)n2CC(=O)Nc1cccc(C)c1,.,-21%,.,0%,.,-3%,-20%,3%,.
O=C(Cn1nc(C(F)(F)F)c2c1CCC2)Nc1ccc(Cl)cc1,.,-8%,-4%,23%,.,-10%,?,7%,.
COc1ccccc1CN=C1NC(=O)C(CC(=O)Nc2ccc(C(C)=O)cc2)S1 (centres undefined),1%,6%,9%,-1%,0%,4%,5%,4%,-5%
CCc1cc2c(NC(C(=O)O)C(C)C)ncnc2s1 (centres undefined),25%,6%,-9%,3%,9%,3%,20%,14%,-6%
CCCCC(=O)c1ccc(O)cc1O,2%,-8%,15%,?,1%,14%,15%,9%,-1%
CN(O)/C=N/C(=S)Nc1ccc(Cl)cc1Cl,1%,2%,-1%,?,-4%,-1%,19%,2%,1%
CCOC(=O)c1c(NC(=O)CSc2nnc(C)s2)sc2c1CCC(CC)C2 (centres undefined),2%,18%,16%,-13%,-9%,-20%,?,5.8µM*,?
CCc1nnc(NC(=O)Cn2c(=O)oc3ccccc32)s1,25%,0%,-9%,-6%,13%,2%,3%,-1%,-4%
CCOCC(O)CS(=O)(=O)c1ccccn1 (centres undefined),7%,-3%,0%,3%,6%,7%,3%,1%,-2%
CCOc1ccc(OCC)c(NC(=O)CSCCc2ccccn2)c1,-8%,0%,21%,-1%,3%,-1%,-20%,-6%,-5%

# Source: PubChem
